Bioassay records deposited in PubChem by National Center for Advancing Translational Sciences (NCATS).
RGS12 GoLoco inh – RGS12 GoLoco-Gai1 interaction inhibition. P63096. Gai1:RGS12 GoLoco peptide FP, rhodamine, 10 min. Potency, µM (titrated, usually from 61.6 µM), without a hit: at the top dose activity, negative = inhibition, usual class: inhibitors. hit rate 0.44% among 230,000; active = well fitted inhibition curve with a large enough effect, not every such curve was filed as active; inactive = no such curve, though single readings can be large or run the other way; note: % is set by controls: 0 for no effect and ±100 for the full control effect; nearly all actives have a fitted effect of over 30% in size; many of its hits are not listed in these tables
aGlu spleen mod – inhibitors or activators of human alpha-glucosidase in spleen homogenate; AID 2112; human spleen homogenate, 4-MU-alpha-glucoside fluorescence; Potency, µM (series often up to 79.9 µM), for inactives: top-dose activity change, negative = inhibition, hits mostly inhibitors; hit rate 0.006% among 240,000; P10253;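 note: 0% = enzyme with vehicle and -100% = no enzyme basal signal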
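Human spleen homogenate (1 ug) with 4-methylumbelliferyl-alpha-D-glucopyranoside (1 mM final) in 50 mM citrate/phosphate pH 5.0, 0.01% Tween-20; 40 min at 37 C. Stopped at pH 10; 4-MU fluorescence Ex 365/Em 440 nm; AC50 by Hill fit.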
SMN2 splice enh – SMN2 splice variant enhancement; HEK293 SMN2-luciferase splicing reporter, luminescence, 30-36 h; Potency, µM (doses to about 46.1 µM), for the others: at the highest dose activity change, positive = activation, hits mostly activators; hit rate 2.8% among 210,000; AID 1458; note: % of control where 0% means no effect; nearly all actives have a fitted effect of over 55% in size
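qHTS luciferase splicing reporter: luminescence rises when SMN2 exon 7 is included in transfected HEK293 cells. Compound exposure lasted 30-36 h at 37C, with 4.5 mM final sodium butyrate as control, followed by a ONE-Glo read.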
GAA inh – alpha-glucosidase (human) inhibition; AID 1466; P10253; Potency, µM (doses to about 76.9 µM), without a hit: top-dose activity change, negative = inhibition, most hits filed as inhibitors; purified human GAA, 4-MU-alpha-glucoside fluorescence; hit rate 0.005% among 200,000;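 note: plate controls were uninhibited enzyme wells for no effect and no-enzyme background for full effect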
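Compounds are titrated up to 77 uM against 4 nM human enzyme. Substrate 4-methylumbelliferyl-alpha-D-pyranoside (400 uM) reacts 20 min at room temperature in pH 5.0 buffer; liberated 4-methylumbelliferone is read at 440 nm.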
JMJD2E inh – JMJD2E (human) inhibition. AID 2147. Potency, µM (series often up to 57.1 µM), without a hit: at the top dose activity change, negative = inhibition, most hits filed as inhibitors. JMJD2E catalytic domain, FDH-coupled NADH fluorescence (FDH is formaldehyde dehydrogenase). B2RXH2. hit rate 1.6% among 230,000; active = well fitted inhibition curve with a large enough effect, not every such curve was filed as active; inconclusive = small, poorly fitted or top-dose-only effect, or another doubt; inactive = no such curve, though single readings can be large or run the other way;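 note: 0% = wells with enzyme and -100% = buffer wells without enzyme; nearly all actives have a fitted effect of over 50% in size; many of its hits are not listed in these tables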
GAA glycogen mod – GAA glycogen-cleavage inhibition or activation; P10253; recombinant GAA, glycogen substrate, Amplex Red glucose oxidase fluorescence; Potency, µM (titrated, usually from 76.4 µM), without a hit: at the highest dose activity change, negative = inhibition, hits mostly inhibitors; hit rate 0.38% among 300,000; AID 2100;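 note: 0% = full enzyme reaction and -100% = no-enzyme basal signal; the screen sought inhibitors and activators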
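Recombinant human alpha-glucosidase (4 nM final) hydrolysed bovine liver glycogen (30 ug) for 40 min at 37 C in pH 5.0 citrate/phosphate with 0.01% Tween-20. Released glucose detected by glucose oxidase/Amplex Red, Ex 573/Em 610 nm. Compounds up to 77 uM; AC50 from Hill fits.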
aGal spleen mod – alpha-galactosidase A (human) modulation | P06280 | human spleen homogenate, 4MU-alpha-Gal fluorescence, 40 min | Potency, µM (highest dose often 80 µM), inactives show at the highest dose activity change, negative = inhibition, most hits filed as inhibitors | hit rate 0.008% among 240,000;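 note: 0% = enzyme with vehicle and -100% = no enzyme basal signal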
Target sequence (P06280 32-429 limits assumed): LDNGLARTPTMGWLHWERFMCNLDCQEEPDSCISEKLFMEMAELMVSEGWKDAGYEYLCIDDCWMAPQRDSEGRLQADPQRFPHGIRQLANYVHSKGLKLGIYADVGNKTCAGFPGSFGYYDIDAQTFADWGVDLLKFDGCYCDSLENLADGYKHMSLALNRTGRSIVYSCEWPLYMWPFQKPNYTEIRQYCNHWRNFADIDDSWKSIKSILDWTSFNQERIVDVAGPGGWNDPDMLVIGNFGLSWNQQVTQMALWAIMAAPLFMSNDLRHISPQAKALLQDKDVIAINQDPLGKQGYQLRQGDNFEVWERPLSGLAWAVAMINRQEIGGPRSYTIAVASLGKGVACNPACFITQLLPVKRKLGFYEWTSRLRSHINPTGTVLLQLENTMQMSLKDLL
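qHTS titration in buffer at pH 5.0. Alpha-galactosidase activity in spleen homogenate was measured via 4-methylumbelliferone release from 1 mM fluorogenic substrate after 40 min at 37C and a pH 10 stop. AC50 came from Hill fits of control-normalized data.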
ALDH1A1 block – inhibitors of human aldehyde dehydrogenase 1A1; Purified ALDH1A1, NADH fluorescence, propionaldehyde substrate; hit rate 7.3% among 220,000; P00352; Potency, µM (top dose mostly 75.3 µM), inactives show at the highest dose activity, negative = inhibition, most hits filed as inhibitors; active = well fitted inhibition curve with a large enough effect, not every such curve was filed as active; inconclusive = small, poorly fitted or top-dose-only effect, or another doubt; inactive = no such curve, though single readings can be large or run the other way;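 note: plate controls were no enzyme wells and a reference inhibitor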
Target sequence (P00352 whole entry, looked up): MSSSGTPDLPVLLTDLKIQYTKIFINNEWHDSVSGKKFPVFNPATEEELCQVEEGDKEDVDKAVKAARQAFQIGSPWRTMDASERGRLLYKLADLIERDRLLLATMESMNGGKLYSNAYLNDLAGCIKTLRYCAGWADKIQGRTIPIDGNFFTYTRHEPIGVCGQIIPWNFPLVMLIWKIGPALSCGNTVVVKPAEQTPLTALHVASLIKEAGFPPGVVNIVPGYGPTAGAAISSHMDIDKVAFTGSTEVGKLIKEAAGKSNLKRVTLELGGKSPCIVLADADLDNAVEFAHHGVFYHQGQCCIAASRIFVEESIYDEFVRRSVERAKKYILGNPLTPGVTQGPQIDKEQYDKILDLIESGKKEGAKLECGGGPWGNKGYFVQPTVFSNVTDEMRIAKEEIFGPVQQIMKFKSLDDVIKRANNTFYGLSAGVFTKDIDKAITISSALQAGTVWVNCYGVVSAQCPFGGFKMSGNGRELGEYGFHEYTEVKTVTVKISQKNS
* marks the source's active call; other numbers are inactive results; ? = inconclusive; . = not tested or not shown; & = joins results of further samples; [ ] = another dose, or the depositor's remark. Unless noted, calls come from the whole dose curve; as a rule, active = well fitted curve in the direction sought with a large enough effect; inconclusive = small, poorly fitted or top-dose-only effect, or another doubt; inactive = no such curve, though single readings can be large; an effect the other way counts as inactive or inconclusive. Potency is the fitted concentration of half-maximal effect.

(1) COC(=O)CSc1nc(N)c(C#N)c(-c2ccco2)c1C#N
(2) O=[N+]([O-])c1ccc(OCCO)c(P(=O)(c2ccccc2)c2ccccc2)c1
(3) COc1cccc(OC)c1C(=O)Nc1ccc([N+](=O)[O-])cn1
(4) COc1ccc(N2C(=O)CC(N(Cc3ccco3)C(=O)CCC(=O)O)C2=O)cc1 (stereo unspecified)
(5) CCOC(=O)/C(C#N)=C1/C=CN(C)C=N1
(6) Cc1ccc(NC(=O)CCNS(=O)(=O)c2ccc3c(c2)c(=O)n(C)c(=O)n3C)cc1C

compound no.,1,2,3,4,5,6
RGS12 GoLoco inh,25%,4%,-4%,8%,-7%,5%
aGlu spleen mod,-3%,-1%,4%,3%,1%,-1%
SMN2 splice enh,3%,.,-3%,.,-20%,21%
GAA inh,0%,.,-3%,6%,-9%,?
JMJD2E inh,?,-6%,6%,-5%,3%,-2%
GAA glycogen mod,-2%,-5%,4%,0%,2%,4%
aGal spleen mod,-5%,0%,2%,9%,-12%,-14%
ALDH1A1 block,-2%,.,1%,-9%,14µM*,0%

(7) CC(COc1cccc2ccccc12)CN1CCN(C)CC1 (stereo unspecified)
(8) CCOc1cnc(-c2ccc(Cl)cc2)o1
(9) CCN(CC)CCn1c(=N)n(CC(O)COc2cccc(C)c2)c2ccccc21 (stereo unspecified)
(10) Cc1cc(C)n(CC(=O)Nc2ccc([N+](=O)[O-])cc2)n1
(11) C=C1c2ccccc2O[C@H](C(=O)OCC)C1OC (mixture of isomers)
(12) Cc1cc(NC(=O)CSc2nnc(C3CC3)n2N)no1

compound no.,7,8,9,10,11,12
RGS12 GoLoco inh,-2%,-6%,-12%,7%,-5%[88.7 µM],7%
aGlu spleen mod,-10%,-7%,-1%,0%,-2%[119 µM],8%
SMN2 splice enh,0%,16%,-92%[inhibitor],.,.,-1%
GAA inh,4%,-11%,0%,13%,.,3%
JMJD2E inh,-12%,?,-5%,-14%,.,-4%
GAA glycogen mod,-5%,-8%,5%,-1%,.,3%
aGal spleen mod,-5%,-6%,-7%,8%,3%[119 µM],4%
ALDH1A1 block,-11%,?,8%,10%,32µM*,4%

(13) COc1ccccc1/C=N/Nc1nc(C)cc(C)n1
(14) Cc1ccc([N+](=O)[O-])cc1NC(=S)NC(=O)c1cccnc1
(15) c1ccc2cc(-c3csnn3)ccc2c1
(16) CC(=O)NC1(c2cccc(F)c2)CCN(C(=O)Nc2ccc(C#N)cc2)CC1
(17) COCC(=O)N1CCC2(CCCN(Cc3nccs3)C2)CC1
(18) COc1ccc(Cl)cc1NC(=O)C(C)Sc1nncn1C (stereo unspecified)

compound no.,13,14,15,16,17,18
RGS12 GoLoco inh,13%,-2%,-25%,-14%,-5%,.
aGlu spleen mod,1%,-2%,2%,?,5%,-6%
SMN2 splice enh,.,9%,-8%,2%,1%,.
GAA inh,.,-4%,1%,6%,.,-8%
JMJD2E inh,-9%,2%,0%,5%,.,-1%
GAA glycogen mod,?,-12%,-1%,0%,.,5%
aGal spleen mod,0%,5%,4%,-1%,-15%,2%
ALDH1A1 block,.,-6%,?,4%,15%,-14%

(19) COc1ccc(C(=O)N(C(C)C)C(C)C)c(OC)c1
(20) O=C(CNCCCO)Nc1cc(C(F)(F)F)cc(NC(=O)CNCCCO)c1Cl
(21) CC(C)C(=O)NC(NC(=O)C(C)C)c1ccc([N+](=O)[O-])cc1
(22) O=C(NC(=S)Nc1cccc([N+](=O)[O-])c1)c1ccccc1
(23) O=C(O)C(Cc1ccccc1)N1CCS(=O)(=O)CC1 (stereo unspecified)
(24) CC/C(=N/Nc1cccc(Cl)c1)c1cnnc(SC)n1

compound no.,19,20,21,22,23,24
RGS12 GoLoco inh,2%,1%,3%,10%,-5%,3%
aGlu spleen mod,-3%,-4%,4%,-1%,-7%,6%
SMN2 splice enh,-6%,11%,-3%,.,6%,3%
GAA inh,-13%,-4%,3%,.,1%,1%
JMJD2E inh,5%,128%[activator],-5%,-3%,13%,0%
GAA glycogen mod,-1%,7%,-7%,11%,5%,0%
aGal spleen mod,4%,2%,3%,-1%,1%,6%
ALDH1A1 block,-5%,-2%,10%,.,2%,10%

(25) O=C(/C=C/c1cccc(Oc2ccccc2)c1)N1CCOCC1
(26) CS(=O)(=O)N1CCc2cc(-c3csc(NCC4CCCO4)n3)ccc21 (stereo unspecified)
(27) Cc1ccc(NC(=O)NC2CCCCC2)cc1Cl
(28) COc1ccc(Cl)cc1NC(=O)CSc1nc2sccc2c(=O)[nH]1
(29) COC(=O)c1ccc(NCC(=O)c2ccccc2)cc1
(30) CCCCCCN(C(=O)CCCCCN1C(=O)NC(c2ccc(Cl)cc2)C(C(=O)OCc2ccccc2)=C1C)C(C(=O)NCCCC)c1ccc(OCC(=O)OC)c(C(=O)OC)c1 (stereo unspecified)

compound no.,25,26,27,28,29,30
RGS12 GoLoco inh,-1%,10%,-3%,31%[activator],-3%,-1%&7%
aGlu spleen mod,-1%,3%,-5%,-4%,-4%,4%&-4%
SMN2 splice enh,.,-6%,13µM*,.,?,2%&-8%
GAA inh,-12%,-2%,-2%,4%,-8%,-13%
JMJD2E inh,-5%,-19%,6%,4%,-1%,-9%&-1%
GAA glycogen mod,-6%,?,1%,11%,-10%,2%
aGal spleen mod,6%,5%,-6%,8%,-4%,4%&-3%
ALDH1A1 block,5%,14µM*,11%,-16%,11µM*,-5%&-12%

(31) Cc1cc(C(F)(F)F)nc(SCC(=O)Nc2cc(C)on2)n1
(32) CC1CCN(C(C(=O)NC2CCCCC2)c2cc3c(cc2[N+](=O)[O-])OCO3)CC1 (stereo unspecified)
(33) O=C(c1ccc2c3c(cccc13)CC2)C1CCCN(C(=O)c2ccc(=O)[nH]c2)C1 (stereo unspecified)
(34) COc1ccc2oc(C(=O)NN3C(C)CCCC3C)c(C)c2c1 (stereo unspecified)
(35) S=c1[nH]nc(COc2ccccc2)n1-c1ccccc1
(36) CC(=O)c1ccc(N2CCN(C(=S)NCc3ccco3)CC2)cc1

compound no.,31,32,33,34,35,36
RGS12 GoLoco inh,2%,2%,78%[activator],4%,2%,4%
aGlu spleen mod,-14%,1%,-16%,2%,-5%,-13%
SMN2 splice enh,2%,1%,.,13%,1%,-2%
GAA inh,3%[15.4 µM],-6%,7%,-3%,4%,-1%
JMJD2E inh,8%,?,?,-9%,-10%,-6%
GAA glycogen mod,-6%,-8%,-8%,5%,-16%,6%
aGal spleen mod,4%,3%,10%,3%,0%,-5%
ALDH1A1 block,21%,?,?,5%,11%,?

(37) COC(=O)c1c(NC(C)=O)sc(Cc2ccccc2)c1C
(38) CCn1nnc(NC(=O)Cc2ccc(Cl)cc2)n1
(39) CN1C(=O)SC(Nc2ccccc2C(=O)O)C1=O (stereo unspecified)
(40) O=C(Nc1ccc(Br)cc1)c1ccc(N2C(=O)C3CC=CCC3C2=O)cc1 (stereo unspecified)
(41) C/C(N)=C(/C#N)C(=O)CSc1nc2scc(-c3ccc(F)cc3)c2c(=O)n1C
(42) COc1ccc(C(=O)OCC(=O)Nc2sccc2C(N)=O)cc1OC

compound no.,37,38,39,40,41,42
RGS12 GoLoco inh,-6%,2%,-8%,19%,66%[activator],7%
aGlu spleen mod,-10%,-9%,9%,-1%,-2%,-5%
SMN2 splice enh,3%,.,-3%,-38%[inhibitor],-4%,.
GAA inh,-2%,-10%,-12%,0%,-8%,.
JMJD2E inh,-6%,-1%,?,?,4%,-12%
GAA glycogen mod,-19%,10%,?,12%,-13%,3%
aGal spleen mod,1%,-6%,-8%,-3%,-2%,3%
ALDH1A1 block,-4%,-10%,?,?,16µM*,.

(43) CCCCCOC(=O)C1=C(C)N(C)C(=O)NC1c1cc(Br)c(O)c(OC)c1 (stereo unspecified)
(44) CCOC1(c2ccccc2)CC1C(=O)N/N=C/c1cccc([N+](=O)[O-])c1 (stereo unspecified)
(45) Cc1cc(-n2c(C)cc(C(=O)CSc3nnc4sc5ccccc5n34)c2C)no1
(46) CCSc1nc(=S)n(CC)c(C)c1C(C)=O
(47) O=C(NNC1CC(=O)N(c2ccc(Br)cc2)C1=O)c1ccccn1 (stereo unspecified)
(48) COC(=O)c1c(C(=O)OC)c(-c2ccccc2)n2c1CS(=O)(=O)C2

compound no.,43,44,45,46,47,48
RGS12 GoLoco inh,1%,6%,5%,11%,5%,-1%
aGlu spleen mod,-13%,2%,-19%,0%,1%,-22%
SMN2 splice enh,?,.,-3%,4%,-8%,-12%
GAA inh,-3%,.,-8%,-10%,4%,-2%
JMJD2E inh,-3%,5%,13%,0%,-9%,-2%
GAA glycogen mod,?,-4%,-1%,0%,?,-11%
aGal spleen mod,-5%,5%,?,2%,-4%,-18%
ALDH1A1 block,-2%,.,3%,-1%,-12%,11%

(49) CSCCC(NS(=O)(=O)c1ccccc1F)C(=O)NC(C)c1ccccc1 (stereo unspecified)
(50) COc1cccc(NS(=O)(=O)c2ccc(OC)c(OC)c2)c1
(51) Cc1c(NC(=O)c2cnn3c(C(F)(F)F)cc(-c4ccco4)nc23)c(=O)n(-c2ccccc2)n1C
(52) COc1cccc(OC)c1C(=O)Nc1cccc(-c2ccc3nncn3n2)c1

compound no.,49,50,51,52
RGS12 GoLoco inh,-2%,-8%,11%,5%
aGlu spleen mod,7%,-7%,0%,-3%
SMN2 splice enh,11%,-24%,8%,26%
GAA inh,-4%,6%,-12%,-7%
JMJD2E inh,20%,4%,-3%,4%
GAA glycogen mod,26%,-3%,-3%,-14%
aGal spleen mod,0%,-19%,1%,6%
ALDH1A1 block,0%,?,?,1%

Arranged by molar mass (lowest first): part of the list above.
(50) COc1cccc(NS(=O)(=O)c2ccc(OC)c(OC)c2)c1
(47) O=C(NNC1CC(=O)N(c2ccc(Br)cc2)C1=O)c1ccccn1 (stereo unspecified)
(51) Cc1c(NC(=O)c2cnn3c(C(F)(F)F)cc(-c4ccco4)nc23)c(=O)n(-c2ccccc2)n1C

compound no.,50,47,51
RGS12 GoLoco inh,-8%,5%,11%
aGlu spleen mod,-7%,1%,0%
SMN2 splice enh,-24%,-8%,8%
GAA inh,6%,4%,-12%
JMJD2E inh,4%,-9%,-3%
GAA glycogen mod,-3%,?,-3%
aGal spleen mod,-19%,-4%,1%
ALDH1A1 block,?,-12%,?

An excerpt. The share of hits here may be higher or lower than overall.
